ANO1 activ = mouse TMEM16A channel activation, primary screen; Q8BHY3; AID 623877; B-score at 10 µM; HEK293 TMEM16A/YFP-H148Q/I152L, iodide quench fluorescence; stronger effect = lower value; actives 0.3% (n = 340,000);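 active = fluorescence-ratio B-score plate-corrected deviation score at least 3 library SD below zero, with starting fluorescence score within 5 deviations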;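 also: channel opened by trigger with iodide after compound preincubation; score built on the fluorescence ratio of max minus min over baseline; more negative score means more quench and so TMEM16A activation or potentiation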
Target sequence (Q8BHY3 whole entry, looked up): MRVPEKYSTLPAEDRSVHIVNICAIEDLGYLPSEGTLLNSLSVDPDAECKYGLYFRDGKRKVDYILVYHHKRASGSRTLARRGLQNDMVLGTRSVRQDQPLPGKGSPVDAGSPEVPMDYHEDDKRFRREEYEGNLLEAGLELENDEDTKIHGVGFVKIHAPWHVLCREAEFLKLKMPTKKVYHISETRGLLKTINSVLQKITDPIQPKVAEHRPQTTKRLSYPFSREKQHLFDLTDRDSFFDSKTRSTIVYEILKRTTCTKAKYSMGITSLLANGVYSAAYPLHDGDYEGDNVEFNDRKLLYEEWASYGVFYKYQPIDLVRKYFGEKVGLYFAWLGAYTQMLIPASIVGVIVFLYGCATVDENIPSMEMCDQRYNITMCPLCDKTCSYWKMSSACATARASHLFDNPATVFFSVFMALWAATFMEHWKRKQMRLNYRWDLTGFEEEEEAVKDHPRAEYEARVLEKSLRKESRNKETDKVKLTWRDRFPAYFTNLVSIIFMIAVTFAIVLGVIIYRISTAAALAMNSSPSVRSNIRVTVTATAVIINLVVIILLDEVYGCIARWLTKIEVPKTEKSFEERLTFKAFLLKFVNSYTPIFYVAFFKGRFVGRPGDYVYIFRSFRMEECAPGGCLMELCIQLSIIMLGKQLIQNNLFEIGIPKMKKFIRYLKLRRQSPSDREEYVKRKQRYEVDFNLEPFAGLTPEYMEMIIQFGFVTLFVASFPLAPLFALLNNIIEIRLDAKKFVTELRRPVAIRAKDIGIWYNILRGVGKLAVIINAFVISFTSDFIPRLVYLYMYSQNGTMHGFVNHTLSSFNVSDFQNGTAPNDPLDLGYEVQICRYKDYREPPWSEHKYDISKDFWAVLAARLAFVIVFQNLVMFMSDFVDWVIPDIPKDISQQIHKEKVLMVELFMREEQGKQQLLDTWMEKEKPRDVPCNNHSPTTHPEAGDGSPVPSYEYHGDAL
HDAC3 inhib = inhibitors of human histone deacetylase 3 | O15379 | recombinant HDAC3, fluorogenic peptide/trypsin coupled, fluorescence | inhibition, % at 8.3 µM | actives 0.15% (n = 320,000) | AID 2718; in the data active = inhibition above about 26%, passing the limit was not always enough
Active calls of the source: *; i = inactive.

ANO1 activ | HDAC3 inhib | canonical_smiles
i | 1 | COc1ccc(-c2nn(-c3ccccc3)cc2C(=O)Nc2cccc(S(=O)(=O)NC3=NCCC3)c2)cc1
i | -5 | CCOc1ccc(NC(=O)CN(C)C(=O)c2ccccc2OCCOc2ccccc2)cc1OCC
i | -2 | O=C(NCC(c1ccco1)N1CCCCC1)c1ccc(S(=O)(=O)Nc2ccccc2Cl)cc1 (stereo unspecified)
i | 0 | Cc1ccc(NC(=O)C(C)Sc2nnc(C)n2C2CC2)cc1S(=O)(=O)N1CCOCC1 (stereo unspecified)
i | 0 | Cc1cnc(C(=O)OC(C(=O)c2ccccc2)c2ccccc2)cn1 (stereo unspecified)
i | 6 | O=C(COc1cc(F)ccc1[N+](=O)[O-])Nc1ccc2c(c1)OCO2
i | 0 | COc1ccc(S(=O)(=O)N2CCOCC2)cc1NC(=O)Cc1c(F)cccc1Cl
i | 3 | CCc1cccc2c(C(=O)COC(=O)[C@@H]3CC(O)CN3S(=O)(=O)c3ccccc3[N+](=O)[O-])c[nH]c12 (stereo partly specified)
i | 3 | O=S(=O)(c1ccc(=S)[nH]c1)N1CCCCCC1
i | -1 | Nc1ccn(CC(=O)N[C@H](CO)Cc2c[nH]c3ccccc23)c(=O)n1

Brought forward from above: 2 compounds, then new ones.
ANO1 activ | HDAC3 inhib | canonical_smiles
i | 3 | O=S(=O)(c1ccc(=S)[nH]c1)N1CCCCCC1
i | -1 | Nc1ccn(CC(=O)N[C@H](CO)Cc2c[nH]c3ccccc23)c(=O)n1
i | -2 | CC(Oc1ccc(S(=O)(=O)N2CCCC2)cc1[N+](=O)[O-])C(=O)NC1(C#N)CCCCC1 (stereo unspecified)
i | -6 | O=C(COC(=O)c1ccc(S(=O)(=O)N2CCCC2)cc1)Nc1cccc(Br)c1
i | -11 | CC(=O)NCCc1ccc(C(=O)COC(=O)C2CCCCC2)cc1
i | -1 | COc1ccc(C(CNC(=O)c2ccc(OCc3c(C)noc3C)cc2)N2CCCC2)cc1 (stereo unspecified)
i | -10 | CCN1C(=O)C(=O)N(CC(=O)Nc2cccc(C(F)(F)F)c2)C1=O
i | -2 | Cc1ccnc(NC(=O)c2ccc(Cl)c(S(=O)(=O)N3CCCCC3)c2)c1
i | 3 | C=CCC[C@H](Cc1ccc(F)cc1)C(=O)OC[C@@H](NC(=O)[C@H](CC=C)CC(=O)NCCO)c1ccccc1
i | 13 | Cc1ccc(S(=O)(=O)CCC(=O)Nc2ccccc2N2CCCC2)cc1
i | -2 | CC(C#N)(NC(=O)CN1CCN(S(=O)(=O)c2ccccc2Cl)CC1)C1CC1 (stereo unspecified)
i | 3 | COc1ccc(NC(=O)COC(=O)c2ccc3c(c2)OCO3)c(OC)c1
i | 3 | Cc1ccc(C)c(NC(=O)CN(C)C(=O)c2cc3ccccc3oc2=O)c1
i | 3 | CCOC(=O)C1CCN(C(=O)c2cc(-c3ccncc3)nc3ccccc23)CC1
i | 3 | CC(=O)Nc1ccc(C(=O)COC(=O)Cc2ccsc2)c(F)c1
i | -16 | O=C(O)c1cccc2sc3cc(Cl)ccc3c(=O)c12
i | 1 | CC(Sc1n[nH]c(-c2cccs2)n1)C(=O)Nc1ccc(C(N)=O)cc1 (stereo unspecified)
i | 7 | COc1ccc(CNC(=O)COC(=O)c2ccc(S(=O)(=O)N3CCOCC3)cc2)cc1
i | -4 | O=C(COC(=O)/C=C/c1cccc(Br)c1)NC1CCCCCC1
i | -7 | Cc1cccc(OCC(=O)NNC(=O)c2ccc3nc[nH]c3c2)c1
i | 1 | COC(=O)C1CCN(C(=O)CN2C(=O)NC3(CCC(C)CC3)C2=O)CC1 (stereo unspecified)
i | 7 | COC(=O)C1=C(C)N(Cc2ccccc2)C(=S)N[C@H]1c1ccc(Br)cc1
i | -9 | CC(=O)c1cccc(NC(=O)CN2C(=O)C(=O)N(Cc3ccco3)C2=O)c1
i | 0 | Nc1cc(N)nc(SCC(=O)NCc2ccc3c(c2)OCO3)n1
i | 4 | COc1ccccc1Nc1nnc(SCC(=O)NC2CCCC2)s1
i | 0 | COc1ccccc1N1CC(C(=O)NC2CCCCCC2)CC1=O (stereo unspecified)
i | 5 | CC(C)[C@H](NC(=O)c1ccco1)C(=O)OCC(=O)c1ccc(Br)s1
i | 7 | CC(=O)Nc1ccc(NC(=O)COC(=O)c2ccc([N+](=O)[O-])o2)cc1
i | -6 | Cc1nn(C)c(C)c1NC(=O)COc1ccccc1C#N
i | -3 | COc1ccc(-c2sc3ccc(N4CCOCC4)cc3c2C#Cc2ccsc2)cc1
i | -1 | CN1CCN(C(=O)c2cccc(-c3cc(O)c4ncccc4c3)c2)CC1
i | -8 | COCc1ccccc1C1=CC(=O)C[C@H](c2ccc(F)cc2)C1
i | -3 | COc1cc(C(=O)NCC(=O)OCc2ccc(F)cc2)cc(OC)c1OC
i | 4 | COc1ccc(NC(=O)CCN=C2NS(=O)(=O)c3ccccc32)cc1S(=O)(=O)N(C)C
i | -5 | O=C(OCCCc1cc2ccccc2c(=O)o1)c1ccco1
i | 2 | O=C(CSc1nnc(-c2ccccc2F)n1C1CCCCC1)Nc1cc(C(=O)O)ccc1Cl
i | -1 | Cc1ccc(S(=O)(=O)N2CCOCC2)cc1NC(=O)Nc1ccc([N+](=O)[O-])cc1
i | 0 | COc1ccccc1CNC(=O)c1cccc(S(=O)(=O)N(C)c2ccccc2)c1
i | -2 | Cc1cccc2nc(C(=O)Nc3cccc(C(=O)NC4CC4)c3)cn12
i | -9 | O=C(CNC(=O)c1ccccc1F)OC1CCOC1=O (stereo unspecified)
i | 30* | COc1ccc(O)c(C(=O)c2cnn(C(=O)c3cccc(N(C)C)c3)c2)c1
i | 9 | Cc1ccc(NC(=O)C2=NNC(=O)CC2)cc1S(=O)(=O)Nc1ccc(SC(F)F)cc1
i | 2 | CN(c1ccccc1)S(=O)(=O)c1cccc(NC(=O)C2CCCO2)c1 (stereo unspecified)
i | 5 | O=C(COC(=O)c1ccccn1)NC(=O)c1ccccc1
i | 1 | O=C(COC(=O)c1cc(Cl)ccc1O)NNC(=O)c1ccccc1F
i | -5 | COCC(C)n1c(C)cc(C(=O)CSc2nnnn2C2CCCC2)c1C (stereo unspecified)
i | -1 | CC(C)C(NC(=O)C1CC(=O)N(Cc2ccccc2)C1)c1nc2ccccc2[nH]1 (stereo unspecified)
i | 1 | CC1(c2ccc3ccccc3c2)NC(=O)N(CC(=O)N2CCN(Cc3ccccc3)CC2)C1=O (stereo unspecified)
i | -3 | O=C(COc1cccc(F)c1)Nc1nc(-c2ccncc2)cs1
i | -2 | CCCn1nc(C(=O)NC2CC2)c2ccccc2c1=O
i | -1 | CC(=O)Nc1cccc(C(=O)OCC(=O)NC2CCCCCCC2)c1
i | 9 | CN1CCC(N(C)C(=O)c2cccc(S(=O)(=O)N3CCc4ccccc43)c2)CC1

The results go on.
ANO1 activ | HDAC3 inhib | canonical_smiles
i | -2 | CC1CCCCC1NC(=O)COC(=O)c1ccc2c(c1)OCCO2 (stereo unspecified)
i | 9 | COc1ccc([C@H]2CC(=O)C=C(c3cccc(Cl)c3O)C2)cc1OC
i | 12 | COc1cc(OC)c(C(=O)OCC(=O)Nc2ccc(S(=O)(=O)N3CCOCC3)cc2)cc1OC
i | -6 | O=C(Cn1ccc(NC(=O)OCc2ccccc2)nc1=O)NCCc1ccccn1
i | 0 | [O-]/[N+](=C/c1ccccc1)c1ccccc1
i | 7 | CC1(NS(=O)(=O)c2ccc(Cl)s2)CCS(=O)(=O)C1 (stereo unspecified)
i | -1 | CCc1c(C2(O)CCCCC2)[nH]c2ncccc12
i | 0 | CC(C)N(Cc1ccccc1)C(=O)COC(=O)C1CCCCC1
i | 8 | CC1CCN(C(=O)COC(=O)/C=C/c2ccc(Br)o2)CC1
i | 4 | CC(C)(C)OC(=O)C[C@@H]1C/C=C\C[C@@H](CC(=O)N(CCO)Cc2ccccc2)C(=O)NC[C@H](c2ccccc2)OC1=O

Reprinted from the part before: 7 compounds; new compounds follow.
ANO1 activ | HDAC3 inhib | canonical_smiles
i | -6 | O=C(Cn1ccc(NC(=O)OCc2ccccc2)nc1=O)NCCc1ccccn1
i | 0 | [O-]/[N+](=C/c1ccccc1)c1ccccc1
i | 7 | CC1(NS(=O)(=O)c2ccc(Cl)s2)CCS(=O)(=O)C1 (stereo unspecified)
i | -1 | CCc1c(C2(O)CCCCC2)[nH]c2ncccc12
i | 0 | CC(C)N(Cc1ccccc1)C(=O)COC(=O)C1CCCCC1
i | 8 | CC1CCN(C(=O)COC(=O)/C=C/c2ccc(Br)o2)CC1
i | 4 | CC(C)(C)OC(=O)C[C@@H]1C/C=C\C[C@@H](CC(=O)N(CCO)Cc2ccccc2)C(=O)NC[C@H](c2ccccc2)OC1=O
i | 1 | CNC(=O)c1ccc(-c2cc3onc(-c4ccccc4)c3c(=O)n2C)cc1
i | 3 | C=CC[C@@H](CC(=O)N[C@H](CO)Cc1ccccc1)C(=O)N[C@@H](C)COC(=O)[C@@H](CC=C)Cc1ccc(F)cc1
i | -1 | O=C(Cn1ccc(NC(=O)OCc2ccccc2)nc1=O)NCc1ccccn1
i | 0 | CC(C)NC(=O)N(C)C[C@@H]1Oc2ccc(NC(=O)Nc3ccc(C(F)(F)F)cc3)cc2CC(=O)N([C@H](C)CO)C[C@@H]1C
i | -12 | CC(C)[C@H](NC(=O)c1ccccc1)C(=O)NC1CCCCCCC1
i | 1 | COCCCn1c(SCC(=O)N2CCOCC2)nc2cc(Cl)ccc2c1=O
i | 0 | CC(NC(=O)COC(=O)CNC(=O)C1CCCCC1)c1ccccc1 (stereo unspecified)
i | 0 | Cc1c(C(=O)NCC(C)(C)N2CCOCC2)oc2ccccc12
i | -2 | O=C(NCc1cccs1)c1cc(S(=O)(=O)N2CCOCC2)ccc1N1CCCC1
i | 2 | CCOc1ccc(C(=O)CCC(=O)N2CCN(c3ccc(O)cc3)CC2)cc1
i | -7 | NS(=O)(=O)c1ccc(CCNC(=O)c2cccc(S(=O)(=O)N3CCCC3)c2)cc1
i | -14 | O=C(Cn1cnc2c(OCc3ccccc3)ncnc21)NCCN1CCOCC1
i | -2 | CCC1Nc2ncnc(N3CCCCC3)c2N(Cc2ccc(OC)cc2)C1=O (stereo unspecified)
i | -5 | O=C(COC(=O)/C=C/c1ccc([N+](=O)[O-])cc1)NC(=O)NC1CCCCC1
i | 1 | O=C(OCCOc1ccccc1)c1cccc(S(=O)(=O)N2CCOCC2)c1
i | 7 | CN(CC(=O)Nc1cccc(F)c1)CC(=O)Nc1cc(S(=O)(=O)N2CCOCC2)ccc1Cl
i | 1 | COc1ccc(S(=O)(=O)N2CCN(CC(=O)NC(Cc3ccccc3)C(C)=O)CC2)cc1 (stereo unspecified)
i | 6 | CCn1cnc2c(Nc3cc(F)cc(F)c3)nc(C#N)nc21
-17* | 1 | CC(=O)C[C@@H](O)CC(=O)[C@H]1OC(=O)CCCCCCc2ccccc21
i | 0 | C[C@]12C(=O)N(c3ccc(Br)cc3)C(=O)N1[C@H]1c3ccccc3OC[C@@H]1[C@H]2c1ccccc1
i | 9 | CN(Cc1ccccc1)C(=O)c1ccc(NC(=O)Cc2cccc(NC(=O)C3CCCN(C(=O)C4CCCC4)C3)c2)cc1 (stereo unspecified)
i | -3 | CN(C(=O)c1cccc(NC(=O)Cc2ccc([N+](=O)[O-])cc2)c1)C1CC1
i | 10 | CN(C)c1ccc(C(=O)Nc2cccc(S(=O)(=O)NC3=NCCCCC3)c2)cc1
i | 1 | O=C(NNC(=O)c1cc(-c2ccncc2)nc2ccccc12)c1ccccc1F
i | -5 | N#Cc1cccnc1N1CCN(C(=O)c2cccc3c2C(=O)c2ccc(Cl)cc2S3(=O)=O)CC1
i | -2 | CN(C(=O)CSc1nnc(-c2ccccc2F)n1N)C1CCCCC1
i | -6 | COc1ccc(NC(=O)COC(=O)C2CC2)c(OC)c1
i | 7 | Cc1c(C(=O)Nc2ccc3c(c2)OCCO3)oc2ccc(Br)cc12
i | -5 | Cc1nn(-c2ccccc2)c(C)c1CN(C)C(=O)c1ccc(S(=O)(=O)NCc2ccco2)cc1
i | 5 | CN(CC(=O)Nc1ccc(Cl)cc1)C(=O)CNC(=O)Cc1cccc2ccccc12
i | 1 | COC(=O)c1ccc(-c2c(-c3ccccc3)ncc3cc(OC)c(OC)cc23)cc1
i | 0 | O=C(OCCc1cc2ccccc2c(=O)o1)c1cccc(Br)c1
i | -1 | Nc1c(C(=O)CSc2ccccn2)c(=O)[nH]c(=O)n1C1CC1
i | 4 | COc1cccc(C(=O)C[n+]2cccc3cc(OC)ccc32)c1
i | -2 | O=C(NCCCN1CCOCC1)c1cn(-c2ccccc2)nc1-c1ccc(Br)cc1
i | -3 | Cc1cccc(C)c1NC(=O)CN(C)C(=O)c1ccccc1Sc1ccccc1C#N
i | 1 | COc1ccc(CCNC(=O)CN2C(=O)NC3(CCCCC3)C2=O)cc1
i | 2 | COc1cc(C(C)=O)ccc1OCC(=O)NC(=O)Nc1ccc(C)cc1C
i | 2 | COc1ccc(/C=C/C(=O)Nc2cccc(S(=O)(=O)NC3=NCCCCC3)c2)cc1OC
i | 2 | CC(C)(C)OC(=O)NCc1ccc(NC(=O)c2nc[nH]c2C(=O)NCCCCCCNC(=O)c2[nH]cnc2C(=O)Nc2ccc(CNC(=O)OC(C)(C)C)cc2)cc1
i | -4 | CCCOc1ccc(C(=O)CCC(=O)NNC(=O)c2cccs2)cc1
i | -1 | CCOc1ccc(NC(=O)CN2CCN(C(=O)c3ccco3)CC2)cc1S(=O)(=O)N1CCCC1
i | -3 | COc1ccc(C(=O)NCC2CCCCC2)cc1S(=O)(=O)N1CCCC1
i | 0 | O=S(=O)(c1ccc(SCc2ccccc2F)nc1)N1CCCC1

Assay outcomes (PubChem)

These rows are one share of the data. The share of hits here may be higher or lower than overall.
